Bioassay records as filed in PubChem.
JMJD2A Tudor inh: JMJD2A Tudor domain (human) inhibition | AlphaScreen JMJD2A-Tudor / H3K4me3 peptide binding | 4.4% of 390,000 active | Potency, µM (doses to about 114 µM), for the others: at the highest dose activity change, negative = inhibition, actives largely listed as inhibitors; note: % is set by controls: 0 for no effect and ±100 for the full control effect; nearly all actives have a fitted effect of over 50% in size
POLI inh: blocks human DNA polymerase iota activity; Pol iota fluorescent replication assay, 10 min; 1% of 390,000 active; Potency, µM (series often up to 115 µM), for the others: top-dose activity, negative = inhibition, most hits filed as inhibitors; Q9UNA4
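Fluorescent replication assay read twice, at 0 min and 10 min after adding 50 nM (final) substrate. Enzyme (10 nM) and compounds were first incubated 15 min at room temperature; enzyme-free buffer wells were negative controls.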
BLM helicase inh: blocks DNA unwinding by human BLM helicase. 0.2% of 350,000 active. recombinant BLM DNA unwinding, fluorescence dequenching. Potency, µM (titrated, usually from 56.1 µM), for the others: at the highest dose activity change, negative = inhibition, actives largely listed as inhibitors. P54132. AID 2528;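 note: plate controls were vehicle for no effect and no enzyme for full effect; nearly all actives have a fitted effect of over 35% in size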
Pin1 inh: blocks the human prolyl isomerase Pin1; Q13526; Potency, µM (doses to about 115 µM), for the others: top-dose activity, negative = inhibition, hits mostly inhibitors; 0.009% of 390,000 active; AID 504891; Pin1 FP peptide displacement, HiFluor488, 10 min; active = well fitted inhibition curve with a large enough effect in the polarisation, with a control signal flat, not every such curve was filed as active; inconclusive = small, poorly fitted or top-dose-only effect, or effect the other way, or a change in a side signal; inactive = no such curve, though single readings can be large or run the other way; the % refers to the polarisation; note: % is set by controls: 0 for no effect and ±100 for the full control effect
GLS inh: inhibitors of human glutaminase (GLS); 0.21% of 410,000 active; O94925; GLS enzymatic activity, qHTS titration; Potency, µM (highest dose often 45.5 µM), for inactives: at the top dose activity change, negative = inhibition, most hits filed as inhibitors; AID 624170; note: % is set by controls: 0 for no effect and ±100 for the full control effect
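hKGA in 45 mM KH2PO4 (pH 8.2), 0.02% Tween-20 with compound, then 1mM L-Glutamine (stock as added) plus glutamate oxidase/HRP/Amplex red coupling mix. Fluorescence read initially and after 30 min at RT; signal change reflects glutamate formation.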
Tb PGK inh: blocks T. brucei phosphoglycerate kinase | P07378 | PGK/GAPDH coupled, Kinase-Glo luminescence, 60 min | Potency, µM (doses to about 57.5 µM), for the others: at the top dose activity change, negative = inhibition, hits mostly inhibitors | 0.043% of 380,000 active | AID 602233; note: % is set by controls: 0 for no effect and ±100 for the full control effect; nearly all actives have a fitted effect of over 60% in size
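Recombinant glycosomal PGK reaction used 1,3-bisphosphoglycerate generated in-well by GAPDH (100nM final) in 100mM TEA pH 7.6, 5mM MgCl2, 0.01% Tween-20. After 60 minutes at room temperature, ATP was read by Kinase-Glo Plus luminescence end-point.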
HP1b chromo inh: inhibitors of HP1-beta chromodomain binding to methylated histone tails; P83916; AlphaScreen HP1-beta / biotin-H3K9me3 peptide binding; Potency, µM (series often up to 114 µM), without a hit: top-dose activity change, negative = inhibition, usual class: inhibitors; 0.56% of 390,000 active; AID 540317; note: nearly all actives have a fitted effect of over 70% in size; inactives centre near 23
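Compound inhibition of the preformed complex between 50 nM HP1-beta and 50 nM biotinylated H3K9me3 peptide was read by AlphaScreen. Buffer was PBS pH 7.4 with 0.01% Tween-20. Incubations ran 30 min at room temperature, with 10 ug/mL donor/acceptor beads.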
G9a block: blocks human histone lysine methyltransferase G9a; Potency, µM (top dose mostly 102 µM), for inactives: at the top dose activity, negative = inhibition, hits mostly inhibitors; 8.8% of 350,000 active; G9a H3K9 monomethylation, AlphaScreen, 2 h; Q96KQ7; note: % is set by controls: 0 for no effect and ±100 for the full control effect; nearly all actives have a fitted effect of over 75% in size
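Quantitative HTS format: methyltransferase activity on a biotin-tagged H3K9 peptide is measured by AlphaScreen, using a rabbit anti-monomethyl-H3K9 antibody with streptavidin donor and anti-IgG acceptor beads. Final levels are 20 nM enzyme, 500 nM peptide, 20 uM SAM; 2 h RT.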
BAZ2B block: inhibitors of human BAZ2B bromodomain; Q9UIF8; AlphaScreen BAZ2B-H3K14Ac peptide displacement; Potency, µM (series often up to 114 µM), without a hit: top-dose activity change, negative = inhibition, usual class: inhibitors; 4.4% of 360,000 active; AID 504333; note: % is set by controls: 0 for no effect and ±100 for the full control effect; nearly all actives have a fitted effect of over 60% in size
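Multi-concentration screen (max 110 uM) measuring displacement of acetylated histone H3 peptide from BAZ2B by AlphaScreen, using 50 nM protein, 50 nM peptide and 10 ug/mL streptavidin donor plus Ni-chelate acceptor beads.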
Active calls of the source: *; i = inactive; ? = inconclusive; / = no result given; & = joins results of further samples; ! = repeats disagree; [ ] = remark or other dose. Unless noted, calls come from the whole dose curve; as a rule, active = well fitted curve in the direction sought with a large enough effect; inconclusive = small, poorly fitted or top-dose-only effect, or another doubt; inactive = no such curve, though single readings can be large; an effect the other way counts as inactive or inconclusive. Potency is the fitted concentration of half-maximal effect. Some of the compounds tested, so the mix of outcomes need not match the whole.

SMILES	JMJD2A Tudor inh	POLI inh	BLM helicase inh	Pin1 inh	GLS inh	Tb PGK inh	HP1b chromo inh	G9a block	BAZ2B block
C/C(=N\N1CCCCCC1)c1c(O)n(-c2ccccc2)c(=O)[nH]c1=O	-17%	19%	-4%	-2%	13%	3%	28%	-8%[59 µM]	6%
Cc1cc(N2C(=O)C3CCCN3C2c2cccc(Cl)c2)no1 (stereo not drawn)	-35%	1%	-1%	-6%	-3%	-6%	29%	-14%[59 µM]	9%
CCOP(=O)(OCC)/C(C#N)=C/c1ccc(Br)cc1	-17%	17%	-3%	-9%	8%	-9%	-3%	-11%[2.33 µM]	-3%
Cc1ccc(-c2nc3ccccc3c(=O)n2-c2ccc(Br)cn2)cc1	-15%	21%	-5%	-8%	8%	7%	17%	9%	-22%
CCn1cc(C(=O)N2CCOCC2)c2ccccc21	-22%	2%	0%	-1%	2%	i	15%	3%	1%
CCOc1ccc(NC(=O)c2cccn(Cc3cccc(Cl)c3)c2=O)cc1	-17%	5%	-8%	0%	-7%	5%	25%[57 µM]	23%[59 µM]	10%
Cc1nc2sccc2c(=O)n1-c1ccccc1Cl	-3%	7%	2%	-5%	0%	-5%	32%	?	4%[57.1 µM]
O=C1N=C(N2CCCCC2)SC1=C1CCCCC1	3%	5%	-9%	7%	-7%	-4%	36%	25µM*	-4%
O=C(O)CC1OCC=C2CN3CCC45C6=CC(=O)C(=O)C([N+](=O)[O-])=C6NC4C1C2CC35 (stereo not drawn)	2.5µM*!	1.8µM*!	?	?	-14%	?	55%[activator]	/	?
Cc1cc(N2CCNCC2)nc2ccccc12	-17%	8%	-8%	0%	-16%	-2%	34%	?	-5%
CCC(=NCc1cccnc1)c1c(O)n(-c2ccccc2C)c(=O)[nH]c1=O	-4%	37%[activator]	0%	6%	-10%	0%	26%	-3%	-11%
COC(=O)c1c(Sc2ccccc2)c2ccccc2n1C	81%[activator]	?	-2%	2%	-6%	/	68%[activator]	24%[0.501 µM]	30%
COC(=O)C1=C(c2cccc(OCc3ccccc3)c2)C[C@@H]2CC[C@H]1N2C(=O)NCc1cccc(C(F)(F)F)c1	-7%	26%	/	-1%	1%	0%	54%[activator]	8%[0.501 µM]	9%
CCOc1ccc(CN(CCCl)CCCl)cc1C(=O)OC	25µM*	23%	-1%	-6%	15%	9%	28%	17%[0.501 µM]	?
CN[C@@H](C)[C@@H](O)c1ccccc1	-12%	-24%	-2%	0%	-2%	-7%	22%	22%[12.7 µM]	-8%
Cc1c(N=Cc2c(O)n(Cc3ccc(F)cc3)c(=O)[nH]c2=O)c(=O)n(-c2ccccc2)n1C	-12%	-7%	1%	0%	/	i	25%	-12%	-8%
COC(=O)C1=C(c2ccc(S(C)(=O)=O)cc2)C[C@@H]2CC[C@H]1N2C	-17%	27%	/	-6%	-1%	-5%	21%	13%[2.33 µM]	10%
CC(=O)N(C)CC#CCN1CCC(O)CC1	32µM*	8%	/	2%	3%	5%	1%	/	/
CC(=O)c1cn(Cc2ccc(F)cc2)c2ccccc12	-2%	33%[activator]	-3%	-2%	-4%	-6%	23%	14%	-33%
CCOc1ccc(NC(=O)c2ccc(NC(=O)COC(=O)Cc3ccccc3)cc2)cc1	-6%	?	-12%	9%	-1%	i	22%	?	-23%
C=CCN1C(=O)/C(=C/c2ccc(Br)s2)C(=O)NC1=S	45µM*	18µM*	-15%	?	-8%	-2%	-13%	3.2µM*	56µM*
Cc1cc(C)cc(N2C(=O)NC(=O)/C(=C\c3cc(C)n(C)c3C)C2=O)c1	-19%	21%	-3%	13%	10%	-6%	6%	?	-6%
COC(=O)[C@@H]1C[C@H]1[C@@H](NP(=O)(c1ccccc1)c1ccccc1)c1ccccc1	-8%	?	-3%&-2%	-5%	8%	-4%	10%	10%	-18%
N=C1c2ccccc2CN1NC(=O)c1ccc(F)cc1	-14%	-13%	-2%	0%	9%	-2%	24%	-1%	1%
CC(C)(O)/C=C/C(=O)C(C)(O)C1C(O)CC2(C)C3CC=C4C(C=C(O)C(=O)C4(C)C)C3(C)C(=O)CC12C (stereo not drawn)	-9%	0%	/	0%	12%	0%	36%	/	/

Continued (four carried over from the part before).
SMILES	JMJD2A Tudor inh	POLI inh	BLM helicase inh	Pin1 inh	GLS inh	Tb PGK inh	HP1b chromo inh	G9a block	BAZ2B block
Cc1cc(C)cc(N2C(=O)NC(=O)/C(=C\c3cc(C)n(C)c3C)C2=O)c1	-19%	21%	-3%	13%	10%	-6%	6%	?	-6%
COC(=O)[C@@H]1C[C@H]1[C@@H](NP(=O)(c1ccccc1)c1ccccc1)c1ccccc1	-8%	?	-3%&-2%	-5%	8%	-4%	10%	10%	-18%
N=C1c2ccccc2CN1NC(=O)c1ccc(F)cc1	-14%	-13%	-2%	0%	9%	-2%	24%	-1%	1%
CC(C)(O)/C=C/C(=O)C(C)(O)C1C(O)CC2(C)C3CC=C4C(C=C(O)C(=O)C4(C)C)C3(C)C(=O)CC12C (stereo not drawn)	-9%	0%	/	0%	12%	0%	36%	/	/
Cc1cc(C)n2c(Br)c(CN3CC4CC(C3)c3cccc(=O)n3C4)nc2n1 (stereo not drawn)	-1%	8%	0%	-1%	-4%	-4%	50%[activator]	?	0%
COc1ccc(N/N=C/c2c(O)n(-c3cccc(C)c3)c(=O)[nH]c2=O)cc1	-30%	23%	0%	11%	47%[activator]	i	4%	2.2µM*	-14%
Cc1ccc(C(=O)C2C(c3ccc(-c4ccccc4[N+](=O)[O-])o3)NC(=O)NC2(O)C(F)(F)F)cc1 (stereo not drawn)	-3%[11.4 µM]	-7%	/	?	3%	2%	?	/	/
CCN(CC)C(=O)Oc1ccc(NC(=O)N2CCOCC2)cc1	-2%	-10%	-2%	0%	-3%	-1%	41%[activator]	/	14%
CC(=O)Nc1ccc(S(=O)(=O)NC(CC(=O)N2CCC3(CC2)OCCO3)C(C)C)cc1 (stereo not drawn)	9%	5%	1%	-3%	2%	i	28%	25%[59 µM]	-2%
C=CCN1C(=O)NC(=O)/C(=C/c2ccoc2)C1=O	?	20µM*	50%[activator]	?	-11%	?	-19%	-23%[59 µM]	0%
CC(=O)[C@H]1CCC2C3CC[C@H]4C[C@@H](O)CC[C@]4(C)C3CC[C@@]21C (stereo partly drawn)	-10%	66%[activator]	/	8%	-13%	-3%	27%	/	/
O=C(NCCc1ccccc1)c1ccc(CSc2nc3cccnc3n2Cc2ccc(F)cc2)cc1	-18%	13%	-2%	35%[activator]	18%	6%	30%	-9%[59 µM]	-4%
O=C(Nc1ccc2c(c1)OCCO2)c1cccn(Cc2ccccc2)c1=O	-21%	20%	-7%	0%	6%	i	42%	-28%[59 µM]	-5%
Cc1cc(C(=O)OCC(=O)Nc2cccc(F)c2)c(C)n1C1CC1	-24%	22%	/	2%	-2%	-7%	18%	4%[2.33 µM]	-11%
CC1(C)COC(Nc2cccc(Cl)c2)=N1	-11%	8%	3%	1%	9%	i	13%	-34%	0%
O=C1NC(=S)N(C2CC2)C(=O)/C1=C/c1ccc2c(c1)CCN2CCCCl	45µM*	22µM*	?	-5%	-3%	-9%	?	11µM*	32µM*
O=C(/C=C/c1cccs1)c1cc(Cl)ccc1OC(=O)N1CCOCC1	-26%	-4%	-4%	0%	3%	2%	-12%	?	-26%
Cc1oc(-c2ccc(F)cc2F)nc1CN1C[C@@H]2C[C@@H](C1)c1cccc(=O)n1C2	-11%	3%	-3%	-2%	-8%	-1%	28%	?	-26%
CN(C)P1(N(C)C)=NC(C(F)(F)F)=NC(C(F)(F)F)=N1	-2%[57.1 µM]	26%	4%	-2%	4%	-2%	54%[activator]	-41%[0.0925 µM]	-4%
COc1cccc(N2C(=O)NC(=O)C3(Cc4cc(C)ccc4N(C)C3)C2=O)c1 (stereo not drawn)	?	12%	1%	-7%	-2%	-9%	42%	2.8µM*	5%
Nc1cc(C(=O)Nc2ccc(Cl)cc2)ccc1N1CC2CC(C1)c1cccc(=O)n1C2 (stereo not drawn)	-29%	-20%	0%	-16%	29%	6%	-4%	/	?
COc1cc(OC)c(OC)cc1CNCCc1ccc(OC)c(OC)c1	3.2µM*	4%	0%	0%	-6%	-7%	?	?	?
COC(=O)C1=C(c2ccc(OC)c(OC)c2)C[C@@H]2CC[C@H]1N2C(=O)N1CCCC1	-13%	23%	/	2%	2%	i	65%[activator]	-6%[2.33 µM]	-4%
Nc1ccccc1C(=O)OC1CSC1	?	9%	-4%	-21%	3%	-12%	6%	15%[12.7 µM]	-9%
Cn1cc(C(=O)c2ccccc2)c2ccccc21	-4%	-20%	-2%	-3%	-1%	-5%	32%	-10%	8%
CCOP(=O)(Oc1ccccc1)c1c([N+](=O)[O-])cc(C(F)(F)F)cc1[N+](=O)[O-] (stereo not drawn)	-16%	9%	-4%	-13%	9%	-3%	2%	?	-29%
N#CC(C#N)=NNc1ccc([N+](=O)[O-])cc1	?	?	-17%	41%[activator]	4%	-11%	?	32µM*	40µM*
O=C(CSc1nnc(NC(=O)c2cc(Br)ccc2Cl)s1)NCC1CCCO1 (stereo not drawn)	0%	48%[activator]	-3%	-1%	11%	0%	14%	1%	-11%
Nc1ccc(Br)cc1	-9%	?	/	-2%	22%	-11%	4%	/	/
O=C(/C=C/c1ccccc1)NCCc1cnc[nH]1	-29%	-3%	-7%	1%	15%	-3%	17%	2%	-14%
CCOc1ccccc1N1C(=O)CC(=O)NC1=O	-5%	?	-2%	17%	-3%	-6%	6%[57 µM]	79µM*	?
CCN(CC)C(=O)c1ccc(NC(=O)Nc2ccccc2F)cc1	-10%	8%	-1%	2%	-9%	-5%	24%	4%	-12%
COC(=O)C1=C(c2ccc3ccccc3c2)C[C@@H]2CC[C@H]1N2C(=O)N1CCC(C)CC1	-15%	-10%	/	-1%	-8%	0%	27%	11%[2.33 µM]	-7%
